# EBI2 antag = antagonists of human EBI2 receptor; EBI2 beta-arrestin recruitment, luminescence, 7a,25-OHC stimulated; P32249; 0.81% of 360,000 active; inhibition, % at 5 µM; AID 651636; in the data active = inhibition above about 38%;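 note: enzyme fragment complementation signal reports receptor beta-arrestin coupling in cells; 0% = agonist plus DMSO wells and 100% = wells without agonist; some results beyond the cut were filed as inactive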
# Gli-Sufu antag = antagonists of Gli-Sufu signaling; inhibition, % at 5 µM; Sufu-KO-LIGHT fibroblasts, Gli luciferase reporter luminescence; 0.74% of 340,000 active; AID 588413;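 active = inhibition above about 55%, limit read from the data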;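 note: 0% = DMSO-treated cells and 100% = wells with medium but no cells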
# Jurkat NFkB inh = lowers PMA/ionomycin-induced NF-kB signal in Jurkat cells; PMA/ionomycin-induced NF-kB luciferase reporter, luminescence; inhibition, % at 4 µM; 0.53% of 330,000 active; in the data active = inhibition above about 50%
# UBC13 polyUb = human UBC13 polyubiquitination inhibition; P61088; UBC13 polyubiquitin chain formation, TR-FRET; inhibition, % at 20 µM; 0.47% of 330,000 active; AID 485273; in the data active = inhibition above about 45%, passing the limit was not always enough
# Target sequence (P61088 whole entry, looked up): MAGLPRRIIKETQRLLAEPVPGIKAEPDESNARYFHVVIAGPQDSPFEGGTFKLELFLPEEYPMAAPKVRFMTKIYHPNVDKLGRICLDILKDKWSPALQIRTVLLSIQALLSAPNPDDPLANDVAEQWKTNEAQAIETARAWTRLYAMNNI
# CXCR6 block = CXCR6 (human) receptor inhibition. CHO-K1 PathHunter CXCR6 beta-arrestin, luminescence. inhibition, % at 20 µM. 0.36% of 360,000 active. AID 602244. O00574; in the data active = inhibition above about 34%, passing the limit was not always enough;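 note: antagonist mode with CXCL16 agonist at 10 nM final; 0% = 10 nM CXCL16 with DMSO and 100% = unstimulated wells without agonist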
# Target sequence (O00574 whole entry, looked up): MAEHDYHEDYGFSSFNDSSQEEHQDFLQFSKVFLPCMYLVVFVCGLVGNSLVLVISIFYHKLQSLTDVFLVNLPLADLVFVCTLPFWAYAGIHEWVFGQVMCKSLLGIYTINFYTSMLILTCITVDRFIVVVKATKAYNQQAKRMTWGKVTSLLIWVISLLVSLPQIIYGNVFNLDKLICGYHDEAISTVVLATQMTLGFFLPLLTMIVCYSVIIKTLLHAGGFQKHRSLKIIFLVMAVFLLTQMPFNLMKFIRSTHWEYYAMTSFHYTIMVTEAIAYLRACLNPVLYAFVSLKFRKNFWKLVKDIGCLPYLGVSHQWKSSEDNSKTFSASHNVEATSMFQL
# CCR6 antagonist = antagonists of human CCR6 receptor | inhibition, % at 20 µM | AID 493098 | 0.49% of 340,000 active | CHO-K1 CCR6 PathHunter beta-arrestin, luminescence, CCL20-stimulated | P51684;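 active = compounds whose inhibition of the agonist-driven luminescence signal at 20 µM reaches about 50%, limit read from the data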;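 note: cells stimulated with CCL20 at 14 nM final; plate controls were DMSO with CCL20 for no effect and DMSO without agonist for full effect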
# APJ antag = APJ receptor antagonism | 0.32% of 330,000 active | AID 2521 | CHO-K1 APJ beta-arrestin complementation, luminescence | P35414 | inhibition, % at 20 µM;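 active = inhibition above about 40% at 20 µM, limit read from the data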;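 note: cells challenged with 10 nM apelin-13 agonist together with compound; plate controls were apelin-13 plus DMSO wells for no effect and DMSO wells lacking apelin-13 for full effect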
# Target sequence (P35414 whole entry, looked up): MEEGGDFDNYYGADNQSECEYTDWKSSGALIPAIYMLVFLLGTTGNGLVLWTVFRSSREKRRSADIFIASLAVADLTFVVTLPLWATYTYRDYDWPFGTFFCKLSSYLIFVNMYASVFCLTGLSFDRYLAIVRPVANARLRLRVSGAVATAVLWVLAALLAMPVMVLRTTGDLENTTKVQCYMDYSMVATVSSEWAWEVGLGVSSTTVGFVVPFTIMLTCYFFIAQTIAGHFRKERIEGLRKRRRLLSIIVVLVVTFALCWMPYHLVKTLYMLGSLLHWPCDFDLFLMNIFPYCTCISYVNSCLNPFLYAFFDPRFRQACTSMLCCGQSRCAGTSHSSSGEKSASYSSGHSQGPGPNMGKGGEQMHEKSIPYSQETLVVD
# 697 NFkB inh = lowers PMA/ionomycin-induced NF-kB signal in 697 B cells. AID 435022. 0.33% of 330,000 active. inhibition, % at 4 µM. 697 B-cell NF-kB luciferase reporter, 16 h; in the data active = inhibition above about 35%
# Active calls of the source: *; nt = not tested or not shown.
# Letter code – A = EBI2 antag; B = Gli-Sufu antag; C = Jurkat NFkB inh; D = UBC13 polyUb; E = CXCR6 block; F = CCR6 antagonist; G = APJ antag; H = 697 NFkB inh
COc1ccc(N(C(=O)c2ccc(S(=O)(=O)N3CCCC3)cc2)C2C=CS(=O)(=O)C2)cc1 (stereo not drawn)
  A: 6	B: 6	C: -5	D: -9	E: 2	F: 8	G: 4	H: 12
O=C(C1CCN(S(=O)(=O)c2cccnc2)CC1)N1CCN(c2ccccc2Cl)CC1
  A: 7	B: 1	C: 8	D: 2	E: -8	F: -15	G: 15	H: -9
COc1ccc(OCC(=O)O/N=C(\N)Cc2ccc(Cl)cc2)cc1
  A: 9	B: -5	C: -6	D: 3	E: 5	F: 11	G: 8	H: -2
CCN(CC)S(=O)(=O)c1cc(C(=O)OCC(=O)Nc2ccc(-c3nc4ccc(C)cc4s3)cc2)ccc1F
  A: -9	B: -32	C: -120	D: 12	E: -2	F: 15	G: -1	H: -15
CCc1c(-c2n[nH]c(=S)n2Cc2ccccc2)csc1C
  A: 3	B: 3	C: 4	D: -7	E: 4	F: 13	G: 8	H: -13
CN(C)CC(O)COc1ccc(-c2ccc(C#N)cc2)cc1 (stereo not drawn)
  A: nt	B: nt	C: -18	D: 4	E: nt	F: nt	G: -13	H: -19
O=C(c1cccc(N2CCCC2=O)c1)N1CCN(c2ccc(F)cc2)CC1
  A: 3	B: 2	C: 2	D: 7	E: -3	F: 3	G: 15	H: 13
Cc1ccc2cc(CN(CC3CCCO3)S(=O)(=O)c3c(C)ccc4nsnc34)c(=O)[nH]c2c1 (stereo not drawn)
  A: 0	B: 2	C: 8	D: 3	E: 8	F: 10	G: 3	H: 7
Cc1cc(Br)c(S(=O)(=O)NCCN2CCOCC2)cc1C
  A: -3	B: -1	C: -9	D: 5	E: -14	F: 3	G: -10	H: 13
CC(C(=O)NC(C)(C)C)N(C(=O)CS(=O)CC(=O)Nc1ccc(F)cc1)c1ccccc1F (stereo not drawn)
  A: -2	B: 2	C: 6	D: 3	E: -9	F: 4	G: 5	H: 6
NC(=O)c1ccc(CN2CCC(Cc3ccccc3)CC2)cc1
  A: 8	B: 6	C: -1	D: -3	E: 2	F: 0	G: 16	H: 13
CC(NS(=O)(=O)c1ccc(Cl)c(Cl)c1)C(=O)OCC(=O)N1CCCCCC1 (stereo not drawn)
  A: 2	B: -2	C: -16	D: 3	E: -8	F: 5	G: 13	H: 7
O=C(CSc1nnc(CN2CCOCC2)n1-c1ccccc1)N1CCc2ccccc21
  A: -15	B: 3	C: -2	D: 4	E: 2	F: 5	G: 1	H: -20
FC(F)(F)COc1nc(OCC(F)(F)F)nc(N2CCN(c3ccccc3)CC2)n1
  A: 27	B: 13	C: 29	D: 9	E: 12	F: 39	G: 9	H: 11
Cc1cc2oc(C(=O)NC3CCS(=O)(=O)C3)cc(=O)c2cc1C (stereo not drawn)
  A: -2	B: 0	C: -2	D: -10	E: -3	F: 5	G: -9	H: -5
O=C(NCC1CCCCC1)c1ccc(F)c(S(=O)(=O)N2CCOCC2)c1
  A: 1	B: 1	C: 6	D: 2	E: -5	F: 7	G: -4	H: 13
Cc1cc(C)c2oc(=O)cc(CN3CCCCC3)c2c1
  A: -11	B: 14	C: 19	D: 5	E: 3	F: 9	G: 6	H: -3
Cc1cc(CSc2ccc(Cl)cc2)ccc1N
  A: 12	B: -11	C: nt	D: nt	E: -2	F: 1	G: nt	H: nt
O=C(NCCCCNC(=O)c1ccccc1F)c1ccccc1F
  A: -12	B: 3	C: 4	D: 4	E: 1	F: 6	G: 5	H: 2
CCOC(=O)C1=C(N)OC2=C(C(=O)CC(C)(C)C2)C1c1ccc(CC)s1 (stereo not drawn)
  A: 3	B: 5	C: 2	D: 1	E: 4	F: 8	G: -7	H: -10
COCCCn1cc(C(=O)c2ccccc2OCC(=O)Nc2cccc(F)c2)cc(C#N)c1=O
  A: 13	B: 5	C: -1	D: -5	E: 6	F: 3	G: -8	H: -10
COc1ccc(/C=N/NC(=O)c2ccc[nH]2)cc1
  A: 13	B: -70	C: -101	D: -1	E: 2	F: 0	G: -5	H: -77
CCc1c(C)sc(NC(=O)c2cc(CC(C)C)on2)c1C#N
  A: -7	B: 0	C: -4	D: -5	E: 8	F: 7	G: 10	H: -4
O=[N+]([O-])c1ccc(N2CCCC2)nc1N1CCCC1
  A: -3	B: 3	C: 5	D: -19	E: 4	F: 7	G: 4	H: 34
CCN1CCN(c2cc(C)c3cc(NC(=O)CCC(=O)N4CCN(c5ccccc5OC)CC4)ccc3n2)CC1
  A: 8	B: 28	C: -9	D: -2	E: 8	F: 14	G: 16	H: -9

# Molecules listed so far with an NH in an aromatic ring (three):
# Letter code – A = EBI2 antag; B = Gli-Sufu antag; C = Jurkat NFkB inh; D = UBC13 polyUb; E = CXCR6 block; F = CCR6 antagonist; G = APJ antag; H = 697 NFkB inh
CCc1c(-c2n[nH]c(=S)n2Cc2ccccc2)csc1C
  A: 3	B: 3	C: 4	D: -7	E: 4	F: 13	G: 8	H: -13
Cc1ccc2cc(CN(CC3CCCO3)S(=O)(=O)c3c(C)ccc4nsnc34)c(=O)[nH]c2c1 (stereo not drawn)
  A: 0	B: 2	C: 8	D: 3	E: 8	F: 10	G: 3	H: 7
COc1ccc(/C=N/NC(=O)c2ccc[nH]2)cc1
  A: 13	B: -70	C: -101	D: -1	E: 2	F: 0	G: -5	H: -77

# Later entries.
# Letter code – A = EBI2 antag; B = Gli-Sufu antag; C = Jurkat NFkB inh; D = UBC13 polyUb; E = CXCR6 block; F = CCR6 antagonist; G = APJ antag; H = 697 NFkB inh
O=[N+]([O-])c1cc(Br)ccc1C[n+]1ccccc1
  A: -8	B: 17	C: nt	D: nt	E: -5	F: 7	G: nt	H: nt
CCn1c(=O)c(C(=O)NNS(=O)(=O)c2ccc(C)cc2)c(O)c2ccccc21
  A: -9	B: 4	C: -12	D: -3	E: -6	F: -2	G: -3	H: 10
CCOc1ccc(N=Cc2c(O)n(-c3cccc(C)n3)c(=O)c3ccccc23)cc1
  A: 7	B: -3	C: -8	D: -19	E: 10	F: 12	G: 17	H: -1
COc1ccc(NC(=O)CCN2CCN(S(=O)(=O)c3ccc(Cl)cc3)CC2)cc1
  A: 14	B: 1	C: 4	D: -1	E: -7	F: 3	G: -7	H: 12
Cc1ccc2oc(Nc3nc(C)cc(C)n3)nc2c1
  A: -3	B: -30	C: -12	D: 17	E: 12	F: 8	G: 13	H: -16
CCCNC(=S)N1CCN(c2nc(C)nc3sc4c(c23)CCCC4)CC1
  A: 10	B: -11	C: 4	D: 7	E: 7	F: 9	G: -5	H: 8
O=C(CCOc1ccccc1)N1CCN(S(=O)(=O)c2ccccc2F)CC1
  A: 8	B: -8	C: -2	D: 3	E: -1	F: 5	G: -16	H: 14
Cc1cccc(/C(N)=N/OC(=O)CCc2ccccc2)c1
  A: 5	B: -36	C: -44	D: -1	E: -14	F: 11	G: -3	H: -12
Cc1ccc(OCCNc2cc(N3CCN(CCO)CC3)ccc2[N+](=O)[O-])cc1C
  A: 10	B: 10	C: -8	D: -27	E: 1	F: 22	G: 23	H: 2
CC(=O)Nc1ccc(C(=O)COC(=O)c2ccco2)c(F)c1
  A: -10	B: 4	C: 2	D: 4	E: -8	F: 10	G: 3	H: 2
CCc1cc(=O)oc2cc(C)cc(OCC(=O)NC3CCN(Cc4ccccc4)CC3)c12
  A: 6	B: 15	C: 0	D: 8	E: 12	F: 10	G: -1	H: -16
CC(=O)Nc1ccc(NC(=O)CCC(=O)Oc2ccc(C)cc2)cc1
  A: -1	B: 9	C: 1	D: 1	E: -3	F: 3	G: -9	H: 4
CSc1nnc(-c2ccco2)c(-c2ccco2)n1
  A: -6	B: -1	C: -6	D: -12	E: -2	F: 4	G: -6	H: 4
Cc1c(CCC(=O)O)c(=O)oc2cc3occ(-c4ccccc4)c3cc12
  A: 8	B: 1	C: 9	D: 2	E: 7	F: 5	G: -2	H: 5
COc1ccc2cc(C(=O)NCCc3ccccc3)[nH]c2c1
  A: 10	B: 14	C: -76	D: 3	E: -2	F: 5	G: 1	H: -42
CC1=C(C#N)S(=O)(=O)C(C#N)C(c2ccccc2)C1 (stereo not drawn)
  A: 3	B: 23	C: -2	D: -7	E: 8	F: -3	G: -11	H: 11
CCOC(=O)c1cc(CC)sc1NC(=O)CN1C(=O)C(=O)N(CC(C)C)C1=O
  A: -13	B: -8	C: -3	D: -3	E: -3	F: 4	G: 16	H: 10
CCOC(=O)C1=C(C)N(C)C(=O)NC1c1cccc([N+](=O)[O-])c1 (stereo not drawn)
  A: -9	B: -10	C: 10	D: -12	E: 3	F: -3	G: 2	H: 20
COCCOC(=O)C1=C(C)NC(=O)NC1c1ccc(-c2ccc(F)cc2)o1 (stereo not drawn)
  A: 13	B: 5	C: 18	D: -8	E: -2	F: 8	G: 4	H: 3
CCC(CC)C1C(C#N)=C(N)SC(N)=C1C#N
  A: 4	B: 12	C: 13	D: 35	E: 0	F: 28	G: 10	H: 6
O=C(NC(=S)N1CCCC1)c1ccc(Cl)cc1
  A: 2	B: -3	C: 13	D: 4	E: 5	F: -1	G: 15	H: 8
C/C(=N\Nc1nc(N2CCCCCC2)nc(N2CCCCCC2)n1)c1ccccc1
  A: -7	B: -3	C: -9	D: -12	E: 5	F: 1	G: -4	H: -32
COc1cccc(NC(=O)N2CCC(C(=O)Nc3ccc(C)cc3C)CC2)c1
  A: 12	B: 6	C: 2	D: 5	E: -7	F: -6	G: 11	H: 35*
O=C(CSc1nnc(-c2ccccc2F)o1)N1CCNC1=O
  A: 8	B: -63	C: -58	D: -1	E: 6	F: 13	G: -64	H: -69
COCCCn1c(SCc2nnc(-c3ccccc3)o2)nc2sc3c(c2c1=O)CCC3
  A: 9	B: 5	C: -15	D: -5	E: 18	F: 18	G: 0	H: -5
CCOC(=O)c1[nH]c(C)c(C(=O)OC)c1C
  A: -11	B: 8	C: 1	D: 6	E: 2	F: -2	G: 9	H: 5
Cc1cc(Oc2ccccc2)nc(N)n1
  A: -2	B: 1	C: 0	D: -9	E: -5	F: 13	G: 9	H: 27
O=C(NN1CCCCCC1)c1ccccc1F
  A: 3	B: 14	C: nt	D: nt	E: -1	F: 1	G: nt	H: nt
CCn1cc(C(=O)NCCCOC)c(=O)c2cc(S(=O)(=O)N3CCCC3)ccc21
  A: -8	B: -8	C: 13	D: 1	E: 2	F: -7	G: 7	H: 2
O=C(O)C1C(C(=O)Nc2ccc(Cl)cc2)C2C=CC1C21CC1 (stereo not drawn)
  A: -7	B: 4	C: -6	D: -10	E: -11	F: 2	G: 1	H: 8
COc1ccc(-c2cc(C(=O)N3CCCC3)c3ccccc3n2)cc1
  A: 3	B: -23	C: -7	D: 26	E: 4	F: 1	G: 10	H: -25
CCCN(CCC)c1nc2ccccc2n2c(C)nnc12
  A: 5	B: 5	C: -13	D: -9	E: 4	F: 14	G: 12	H: -8
COc1ccc(NC(=O)CSc2nc3ccccc3c(=O)n2CCCN2CCC(C)CC2)c(OC)c1
  A: 3	B: 14	C: -4	D: 2	E: 7	F: 26	G: 21	H: -37
CC1CN(C(=O)c2ccc(NS(=O)(=O)c3cccc(Cl)c3)cc2)CC(C)O1 (stereo not drawn)
  A: -9	B: 8	C: 15	D: -4	E: 0	F: -4	G: 4	H: 0
COc1ccccc1N(CC(O)Cn1c2ccccc2c2ccccc21)S(=O)(=O)c1ccccc1 (stereo not drawn)
  A: 10	B: -3	C: -9	D: 4	E: -4	F: 4	G: 3	H: 2
CC(C)(C)c1ccc(OCC(O)CNC(=O)c2ccccc2C(=O)O)cc1 (stereo not drawn)
  A: 1	B: -8	C: -15	D: 2	E: -3	F: -2	G: -24	H: -31
CCCCCCOc1ccc(N2C(=O)CC(N3CCN(CCN=CC4C(=O)CC(C)(C)CC4=O)CC3)C2=O)cc1 (stereo not drawn)
  A: 4	B: -2	C: 3	D: 2	E: -2	F: -4	G: 3	H: -1
O=c1oc2ccccc2c(N2CCCC2)c1CN1CCCC1
  A: 2	B: 0	C: -5	D: 9	E: 2	F: -5	G: -32	H: -12
O=C(Nc1cccc(Cl)c1)N1CCCC1
  A: 1	B: 5	C: 4	D: -10	E: 19	F: 6	G: -15	H: 3

# 697 NFkB inh: entries above that show a hit
SMILES	EBI2 antag	Jurkat NFkB inh	UBC13 polyUb	CXCR6 block	CCR6 antagonist	APJ antag	697 NFkB inh
COc1cccc(NC(=O)N2CCC(C(=O)Nc3ccc(C)cc3C)CC2)c1	12	2	5	-7	-6	11	35*

# Assay outcomes: PubChem BioAssay, Sanford-Burnham Center for Chemical Genomics
